# HCMV antiviral: blocks human cytomegalovirus replication; HFF cells, HCMV-luciferase reporter, 72 h; stronger effect = lower value; activity change, negative = inhibition, % at 57.5 µM; 410,000 tested, 4.5% active; in the data active = activity change below about -60%; inconclusive = no clear call, values can overlap the other calls; inactive = above about -39%
#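 Luciferase read-out from HCMV-luciferase-infected HFFs (MOI 1 PFU/cell) 72 h post infection at 37C; compounds added after 16 h cell attachment; activity normalized between buffer-only basal and Salinomycin (10uM) inhibitor controls.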
# AmpC inh detg: AmpC beta-lactamase inhibition with detergent present. P00811. AmpC hydrolysis of nitrocefin, absorbance 480 nm, 0.01% Triton. Potency, µM (doses to about 114 µM), inactives show at the highest dose activity change, negative = inhibition, usual class: inhibitors. 370,000 tested, 0.041% active. AID 485294; active = well fitted inhibition curve with a large enough effect; inconclusive = small, poorly fitted or top-dose-only effect;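 note: potency is the fitted concentration of half-maximal effect; 0% = no-compound wells and -100% = no-enzyme wells; nearly all actives have a fitted effect of over 25% in size; some results filed as inactive show a strong effect at the top dose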
# Target sequence (P00811 whole entry, looked up): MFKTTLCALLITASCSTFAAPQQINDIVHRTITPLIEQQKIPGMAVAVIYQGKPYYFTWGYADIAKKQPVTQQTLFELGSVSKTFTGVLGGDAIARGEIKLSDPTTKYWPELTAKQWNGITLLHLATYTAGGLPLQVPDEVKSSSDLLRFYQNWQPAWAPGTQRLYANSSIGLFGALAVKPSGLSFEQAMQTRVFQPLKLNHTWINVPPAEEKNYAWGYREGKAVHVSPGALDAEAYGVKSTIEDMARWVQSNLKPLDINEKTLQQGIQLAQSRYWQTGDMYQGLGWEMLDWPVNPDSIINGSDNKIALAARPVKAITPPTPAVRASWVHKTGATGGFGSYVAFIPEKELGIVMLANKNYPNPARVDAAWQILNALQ
#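 20 mM phosphate pH 7.0 + 0.01% (detergent screen) or 0.0001% Triton X-100; 5.3 nM AmpC reagent; cpd preinc 15 min RT; nitrocefin (800 uM stock) to start; A480 q20 s × 4 min; Activity was normalised to no-enzyme and no-compound control wells.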
# * marks the source's active call; other numbers are inactive results; ? = inconclusive. Unless noted, % is set by controls: 0 for no effect and ±100 for the full control effect. A portion of the library, so the mix of outcomes need not match the whole.
SMILES,HCMV antiviral,AmpC inh detg
CCCCc1nn2c(=O)cc(COC(=O)c3cccs3)nc2s1,1.7,1.3%
Cc1c(C(=O)N2CCCC2)oc2c1-c1nn(CC(=O)NCc3ccc(OC(C)C)cc3)cc1CC2,-68.3*,-0.9%
COc1cccc(C2C(C(=O)Nc3ccc(C)cc3C)=C(C)Nc3c(C(=O)Nc4cccc(C)c4)cnn32)c1OC (stereo not given),-7.8,6.7%
CCCCn1c(SCC(=O)c2ccccc2)nc2c(sc3ccccc32)c1=O,-3.0,-6.4%
Cc1ccc2nc(CSc3nnc(NC(=O)C(C)C)s3)cc(=O)n2c1,?,-4.7%
O=C(CN1CCSc2ccccc21)NCc1ccccc1F,58.3,17.3%
O=c1[nH]c(SCc2ccc(F)cc2)nc2c1CCCC2,-3.1,7.3%
CCOc1ccc(NC2SC(=O)N(Cc3ccccc3)C2=O)cc1 (stereo not given),119.5,-4.2%
CCC1CCCCN1C(=O)c1nn(-c2ccc(C)cc2)c(=O)c2c1c1ccccc1n2C (stereo not given),0.9,2.3%
CCOC(=O)c1ccccc1NC(=O)COC(=O)CC(C)(C)CC1=NS(=O)(=O)c2ccccc2N1,?,12.0%
Cc1ccc(CNC(=O)c2cc3cc(C)ccc3n2C)cc1,?,19.0%
COc1ccc(CNC(=O)c2cc(-c3cccs3)nc3ccccc23)c(OC)c1,4.3,1.8%
COc1ccc(NC(=O)CN(C)S(=O)(=O)c2ccc3[nH]c4c(c3c2)CCCC4)cc1OC,42.4,2.6%
Cc1ccc2nc(N3CCN(C(=O)C4COc5ccccc5O4)CC3)sc2c1 (stereo not given),59.0,-5.0%
O=C(NCc1ccccc1Cl)c1cc2c(s1)-c1ccc(Cl)cc1SC2,-25.0,26.2%
Cc1ccccc1OCC(=O)OCc1cc(=O)n2nc(-c3cccs3)sc2n1,21.3,0.8%
CCOC(=O)c1c(S(=O)(=O)N2CCN(c3cccc(C(F)(F)F)c3)CC2)c(C)n(C)c1C,17.7,12.2%
CN(C(=O)CCc1nc(-c2ccccc2F)no1)c1ccc(Cl)cc1,-8.0,0.3%
CCCCc1nc2ccccc2n2c(-c3ccc(C)cc3)c3c(=O)n(C)c(=O)n(C)c3c12,8.8,14.9%
O=C(Nc1ccc(F)cc1F)c1ccc2c(=O)n3c(nc2c1)CCCCC3,61.7,-5.7%
COc1cc(C(=O)NCC(c2ccc(Cl)cc2)N2CCOCC2)cc(OC)c1OC (stereo not given),3.6,10.7%
CCOc1ccccc1C1CC(=O)Oc2c1c(=O)n(C)c1ccccc21 (stereo not given),-1.2,1.4%
CCN1CCN(C(c2ccc(F)cc2)c2c(O)cc(C)n(CCOC)c2=O)CC1 (stereo not given),-4.5,9.1%
Cc1ccc(CN(C(=O)COc2ccccc2[N+](=O)[O-])c2ccccn2)o1,42.5,17.7%
O=C(NCCc1ccccc1)c1ccc(Cn2c(=O)c3cccn3c3cccnc32)cc1,32.2,1.1%
CCOC(=O)c1oc2ccc(S(=O)(=O)n3nc(-c4cc(OCC)c(OCC)c(OCC)c4)cc3N)cc2c1C,34.5,17.2%
O=C1CCSC2(C(=O)N(Cc3ccc(F)cc3)c3ccccc32)N1c1ccc(F)c(F)c1 (stereo not given),0.0,16.8%
O=C(Cn1nc(-c2ccc(Cl)cc2)c2ccccc2c1=O)Nc1cccc(Br)c1,-10.1,2.1%
CCOC(=O)C1CCN(C(c2ccccc2)c2c(O)cc(C)n(Cc3ccco3)c2=O)CC1 (stereo not given),8.5,21.8%
Cc1cn2c(=O)cc(COc3cccc(NC(=O)c4ccccc4C)c3)nc2s1,-68.7*,-4.4%
COc1ccc(C)cc1NC(=O)CC1NCCNC1=O (stereo not given),1.1,-2.0%
Cc1ccc(C(=O)c2sc(Nc3ccc(F)cc3)c(C#N)c2N)cc1,6.9,2.1%
CCOc1ccccc1NC(=O)Nc1ccccc1OCc1cc(=O)n2ccccc2n1,63.2,14.9%
CCc1ccccc1NC(=O)c1nc(-c2ccncc2)no1,-10.3,-0.5%
O=C(Cn1cc(C(=O)C2CCCCC2)c2ccccc21)Nc1ccccc1Cl,-14.1,16.9%
CC(=O)Nc1ccccc1-c1nc2ccccc2n(CC(=O)c2ccc(Br)cc2)c1=O,-17.6,24.8%
COc1ccccc1NC(=O)C1=C(C)Nc2ncnn2C1c1sccc1C (stereo not given),18.0,20.9%
Cc1ccccc1CNC(=O)C(=O)NCC(c1ccco1)S(=O)(=O)c1cccs1 (stereo not given),-22.2,-5.5%
COC(=O)c1c(-c2ccc(Cl)cc2)noc1N1CCN(c2cccc(C(F)(F)F)c2)CC1,10.6,20.1%
Cn1c(=O)n(C)c2cc(N3CCOCC3)c(NC(=O)c3ccc(C(C)(C)C)cc3)cc21,8.7,27.0%
CCc1cc2c(cc3c(=O)n(CC(=O)N4CCCCC4)nc(CC)n32)s1,-33.7,-2.6%
Cc1ccc2c(CC(=O)Nc3ccc(S(=O)(=O)N4CCC(C)CC4)cc3)coc2c1,7.4,4.2%
Cc1cccc(-c2nnc(SCC(=O)NC3CCCCC3)o2)c1,-7.2,1.5%
CCOc1ccc(CNC(=O)c2cc(=O)[nH]c3ccc(S(=O)(=O)N4CCCC4)cc23)cc1,?,5.0%
Cc1ccc(NC(=O)c2cc(-c3ccc(Br)s3)nc3ccccc23)cc1F,-16.4,15.6%
COc1ccc(CNC(=O)CSc2ncc3c(n2)-c2ccc(Cl)cc2N(Cc2ccccc2)S3(=O)=O)cc1,14.5,-1.6%
COc1ccc(NC(=O)NCC2CCN(Cc3ccccc3F)CC2)c(OC)c1,-0.1,-3.7%
COc1ccccc1OCC(=O)N1CCC(c2nc3ccccc3o2)CC1,6.1,12.5%
CC(=O)c1cccc(NC(=O)c2nc3ccccc3n(C)c2=O)c1,83.7,-5.6%
Cc1cc(N2CCN(c3ccccc3F)CC2)n2cnnc2n1,?,-0.2%
# Carrying on.
SMILES,HCMV antiviral,AmpC inh detg
Cc1ccc(C)c(OCc2nc3ccccc3n2C)c1,2.2,1.0%
CCOCCCNC(=O)Cn1ncc2c([nH]c3ccccc32)c1=O,10.0,14.9%
Cc1nn(CCC(=O)N2CCN(c3ccccc3F)CC2)c(C)c1S(=O)(=O)N1CCCC1,-33.6,-1.6%
CCC(C)NC(=O)c1cn(CC)c2ccc(S(=O)(=O)N3CCc4ccccc4C3)cc2c1=O (stereo not given),-25.1,5.5%
CCOC(=O)N1CCC(NC(=O)c2ccc3c(c2)N(Cc2ccccc2)C(=O)c2ccccc2S3(=O)=O)CC1,?,0.4%
COc1cc2c(cc1OC)C(COc1ccc3c(C)cc(=O)oc3c1)N(C(=O)c1ccccc1C)CC2 (stereo not given),9.7,-6.7%
Cc1ccc(-c2noc(CNC(=O)c3ccccc3)n2)cc1,-0.5,5.4%
CCOc1ccccc1NC(=O)CSc1nc2c([nH]c3ccccc32)c(=O)n1-c1ccccc1,89.2,7.4%
CC1=C(C(=O)OC2CCCCCC2)C(c2cccc(F)c2F)CC(=O)N1 (stereo not given),-36.0,3.5%
COc1ccc(NC(=O)CSc2nc(-c3ccc(F)cc3)[nH]c2-c2ccc(C)cc2)cc1OC,-16.7,3.7%
O=C(Nc1ccc2nc(SCC(=O)N3CCOCC3)sc2c1)c1ccc(F)cc1,-31.1,0.8%
O=C(c1ccc2c(c1)N(Cc1ccc(F)cc1)C(=O)c1ccccc1S2(=O)=O)N1CCC(Cc2ccccc2)CC1,-63.5*,23.4%
CCC(O)c1nc2ccccc2n1Cc1cccc(Cl)c1 (stereo not given),54.5,15.2%
CCOC(=O)C1CCN(C(=O)c2cc3sc(C)cc3n2C)CC1,50.5,-0.7%
Cc1ccc2scc(N3CCCCC3C)c(=O)c2c1 (stereo not given),7.5,1.0%
Cc1ccc(C)c(Cn2c3ccccc3c3cnn(CC(=O)NCCC4=CCCCC4)c(=O)c32)c1,13.8,17.0%
COc1ccc(CCNC(=O)CCn2c(=O)c3ccccc3n(Cc3ccccc3C)c2=O)cc1OC,-28.9,11.7%
O=C(Nc1c2c(nn1-c1ccc(Cl)cc1)CS(=O)(=O)C2)c1ccc(Br)cc1,-75.9*,4.1%
Cc1ccc(-n2c(=O)c3cccnc3n2CC(=O)Nc2cc(Cl)ccc2C)cc1,20.2,-5.7%
CCN(CC)S(=O)(=O)c1ccc2c(c1)c(=O)c(C(=O)N1CCN(c3ccc(OC)cc3)CC1)cn2C,-2.0,-3.6%
COc1cc(OC)c(NC(=O)CCS(=O)(=O)c2ccc3c(c2)oc(=O)n3C)cc1Cl,11.8,13.8%
COc1ccc(-c2oc3ncn4nc(COc5ccc(C)cc5)nc4c3c2-c2ccc(OC)cc2)cc1,15.3,15.2%
CCOc1cc(-c2ccc(OC(=O)c3ccc(OC)cc3)c(OC)c2)cc(=O)c2c(C)oc(C)c12,17.0,-5.7%
CC(=O)c1ccc(NC(=O)/C=C/c2ccc(C)o2)cc1,38.2,26.1%
CCCNC(=O)C1CCC(Cn2c(=O)c3sccc3n(Cc3ccccc3C)c2=O)CC1 (stereo not given),1.3,9.8%
Cn1c(=O)oc2cc(S(=O)(=O)N3CCCC(C(=O)N4CCN(c5cccc(Cl)c5)CC4)C3)ccc21 (stereo not given),?,-2.5%
CCCN1C(=O)C(O)(CC(=O)c2ccc(CC)cc2)c2cc(Br)ccc21 (stereo not given),-70.2*,13.6%
CCc1cccc(NC(=O)Cn2c(-c3ccc(F)cc3)cc(C(C)=O)c2C)c1,?,-4.5%
O=C(NCc1cccs1)c1ccc(CSc2nc3ccncc3n2Cc2ccccc2)cc1,25.5,2.1%
COc1ccc(-c2nc(CN3C(=O)CN=C(c4ccccc4)c4ccccc43)c(C)o2)cc1OC,-19.3,-3.2%
CC(=O)Nc1ccc(S(=O)(=O)N2CCC(c3ccncc3)CC2)cc1,2.2,3.5%
Cc1cccc(NC(=O)Cn2c(=O)nc(-c3ccccc3)c3ccccc32)c1C,28.3,0.8%
CCN1C(C(=O)c2ccccc2)=C(OC(=O)COc2ccc(C)cc2)c2ccccc2S1(=O)=O,-31.9,-6.3%
COc1ccc(CCNC(=O)CN(c2ccc(C)cc2)S(=O)(=O)c2ccc(OC)cc2)cc1,-8.0,-4.3%
CC(=O)N1CCc2c(sc3nc(SCC(C)C)n(-c4ccc(C)c(Cl)c4)c(=O)c23)C1,-10.7,1.8%
O=C(O)CC(NS(=O)(=O)c1ccc(Cl)s1)c1ccccc1 (stereo not given),11.8,23.3%
COC(=O)c1c(NC(=O)COc2ccc(Cl)cc2)sc(C)c1C,0.9,0.0%
COc1ccc(C(=O)Nc2cc(C(C)C)c(O)c(S(=O)(=O)c3ccc(OC)cc3)c2C)cc1,-103.7*,-0.1%
Cc1c(Cl)cccc1NC(=O)c1cc2sccc2n1Cc1ccc(F)cc1,-16.2,2.1%
CCc1cc2c(cc3c(=O)n(CCCC(=O)NCc4ccccc4Cl)nc(CC)n32)s1,62.2,14.8%

# Full records as entered above. Order of values: HCMV antiviral	AmpC inh detg
# `CCN1C(C(=O)c2ccccc2)=C(OC(=O)COc2ccc(C)cc2)c2ccccc2S1(=O)=O` as listed: -31.9	-6.3%
# `COc1ccc(CCNC(=O)CN(c2ccc(C)cc2)S(=O)(=O)c2ccc(OC)cc2)cc1` as listed: -8.0	-4.3%
# `COc1ccc(C(=O)Nc2cc(C(C)C)c(O)c(S(=O)(=O)c3ccc(OC)cc3)c2C)cc1` as listed: -103.7*	-0.1%
# `COC(=O)c1c(NC(=O)COc2ccc(Cl)cc2)sc(C)c1C` as listed: 0.9	0.0%
# `Cc1cccc(NC(=O)Cn2c(=O)nc(-c3ccccc3)c3ccccc32)c1C` as listed: 28.3	0.8%

# New compounds follow.
SMILES,HCMV antiviral,AmpC inh detg
Cc1nn(CC(=O)N2CCN(c3cccc(C(F)(F)F)c3)CC2)c(=O)c2cc3sccc3n12,2.9,24.5%
CCOC(=O)c1cc(-c2ccccc2)n(CCCC(=O)Nc2ccccc2C)c1C,?,8.7%
O=S(=O)(Nc1ccc2nc(-c3cccc(Cl)c3)oc2c1)c1ccccc1,-36.4,25.7%
CCOc1ccccc1N1CC(c2nc3ccccc3n2Cc2c(C)cc(C)cc2C)CC1=O (stereo not given),1.1,12.9%
Clc1ccc2nc(-c3ccc(Br)o3)c(Nc3ccc4c(c3)OCCO4)n2c1,9.4,1.1%
CCN(c1ncnc2c1cnn2-c1cc(Cl)ccc1C)C1CCCCC1,6.9,6.4%
CCOC(=O)COc1ccc(C)cc1C(=O)c1ccn2nc(-c3ccc(C)cc3)cc2n1,0.8,1.8%
CCOc1ccc(C(=O)CSc2nnc3cc(C)c4ccccc4n23)cc1,-0.4,21.1%
COc1cc(N2C(=O)CSC23C(=O)N(C)c2ccccc23)cc(OC)c1OC (stereo not given),-4.3,0.1%
COc1cccc(NC(=O)Cc2csc(COc3cccc(C)c3)n2)c1,1.7,15.5%
Cc1ccc(-c2cc(C(=O)Oc3ccc(C#N)cc3)no2)cc1C,21.3,17.5%
O=C(COc1ccccc1F)OCc1cc(=O)n2nc(-c3cccs3)sc2n1,27.1,5.2%
Cc1oc(-c2ccc(C(=O)NCCN(C)C)cc2)nc1CS(=O)(=O)c1ccccc1,-69.6*,12.6%
O=c1c2oc3ccccc3c2ncn1Cc1ccc(Br)cc1,14.2,2.9%

# Screening data deposited in PubChem BioAssay by National Center for Advancing Translational Sciences (NCATS).
